Screening data deposited in PubChem by several laboratories.
Rpn11 inh – inhibitors of human proteasome Rpn11; hit rate 0.59% among 360,000; AID 588493; human 26S proteasome, Ub4-pepOG fluorescence polarization; 20S core pre-blocked with epoxomicin; calls only at 20 µM;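 active means inhibition at 20 µM, scaled to each plate's controls, above about 33%, limit read from the data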
MT1-MMP act inh – blocks activation of human MT1-MMP; AID 651647; P50281; GFP/RFP ratio change, % at 20 µM; hit rate 0.061% among 360,000; HT1080 RFP-PRO-GFP cells, GFP/RFP ratio fluorescence, overnight; percent of plate control window, DMSO zero;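 active means GFP/RFP ratio change of at least 30% with cell ATP level not reduced by more than half and red fluorescence within 50% of control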; further: strong numbers were not always called active
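system = RFP-PRO-GFP reporter HT1080 cells | dosing = 20 µM single dose, 1% DMSO | timing = overnight cell settling, then overnight compound exposure, 37 °C, 5% CO2 | read-out basis = GFP/RFP fluorescence ratio | controls = DMSO and RFP-L50D-GFP cell wells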
MsrA inh – inhibits bovine methionine sulfoxide reductase A | purified bovine MsrA, absorbance read-out | AID 651718 | hit rate 0.75% among 360,000 | inhibition, % at 15.5 µM; in the data active means inhibition above about 4.5%;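 further: 0% = vehicle wells with enzyme and 100% = reference inhibitor wells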
bovine MsrA act – activates bovine MsrA enzyme. purified bovine MsrA, absorbance read-out. activation, % at 10.6 µM. hit rate 0.3% among 360,000. AID 602163; in the data active means activation above about 7.5%;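 further: 0% = vehicle and 100% = reference activator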
CSN deneddyl inh – inhibitors of human CSN-mediated cullin deneddylation | Purified CSN, SCF-Nedd8-OG deneddylation, fluorescence polarization | inhibition, % at 12.5 µM | hit rate 0.38% among 360,000 | AID 651999;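 active means pattern-corrected inhibition above about 35%, with an unprinted fluorescence ratio check between 0.5 and 1.5, limit read from the data, passing the limit was not always enough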;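 further: 0% = enzyme with substrate and 100% = substrate without enzyme; some results filed as inactive read as strong as hits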
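Detection – fluorescence polarization · System – HEK293T-derived human Csn5 enzyme · Controls – substrate-only high control, full reaction low control · Timing – 90 min, room temperature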
E coli Lon inh – E. coli protease La inhibition. hit rate 0.42% among 360,000. P0A9M0. inhibition, % at 7.94 µM. purified E. coli Lon protease, fluorescence polarization; in the data active means inhibition above about 13%, passing the limit was not always enough;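 further: 0% = enzyme with probe and DMSO and 100% = no enzyme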
PABP1 MLLE inh – inhibitors of microRNA-mediated deadenylation, human PABP1 MLLE binding | P11940 | GST-MLLE / FITC-PAM2 fluorescence polarization | inhibition, % at 20 µM | hit rate 0.36% among 360,000 | AID 588489; in the data active means inhibition above about 35%, passing the limit was not always enough;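 further: plate controls were DMSO wells with GST-MLLE for no effect and wells lacking GST-MLLE protein for full effect; some results filed as inactive read as strong as hits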
Rin1-Abl PPI inh – human Rin1-Abl interaction inhibition; AID 588664; hit rate 0.4% among 360,000; TR-FRET Rin1/Abl binding, biochemical; inhibition, % at 7.35 µM; in the data active means inhibition above about 5%, passing the limit was not always enough
Target sequence (P00519 whole entry, looked up): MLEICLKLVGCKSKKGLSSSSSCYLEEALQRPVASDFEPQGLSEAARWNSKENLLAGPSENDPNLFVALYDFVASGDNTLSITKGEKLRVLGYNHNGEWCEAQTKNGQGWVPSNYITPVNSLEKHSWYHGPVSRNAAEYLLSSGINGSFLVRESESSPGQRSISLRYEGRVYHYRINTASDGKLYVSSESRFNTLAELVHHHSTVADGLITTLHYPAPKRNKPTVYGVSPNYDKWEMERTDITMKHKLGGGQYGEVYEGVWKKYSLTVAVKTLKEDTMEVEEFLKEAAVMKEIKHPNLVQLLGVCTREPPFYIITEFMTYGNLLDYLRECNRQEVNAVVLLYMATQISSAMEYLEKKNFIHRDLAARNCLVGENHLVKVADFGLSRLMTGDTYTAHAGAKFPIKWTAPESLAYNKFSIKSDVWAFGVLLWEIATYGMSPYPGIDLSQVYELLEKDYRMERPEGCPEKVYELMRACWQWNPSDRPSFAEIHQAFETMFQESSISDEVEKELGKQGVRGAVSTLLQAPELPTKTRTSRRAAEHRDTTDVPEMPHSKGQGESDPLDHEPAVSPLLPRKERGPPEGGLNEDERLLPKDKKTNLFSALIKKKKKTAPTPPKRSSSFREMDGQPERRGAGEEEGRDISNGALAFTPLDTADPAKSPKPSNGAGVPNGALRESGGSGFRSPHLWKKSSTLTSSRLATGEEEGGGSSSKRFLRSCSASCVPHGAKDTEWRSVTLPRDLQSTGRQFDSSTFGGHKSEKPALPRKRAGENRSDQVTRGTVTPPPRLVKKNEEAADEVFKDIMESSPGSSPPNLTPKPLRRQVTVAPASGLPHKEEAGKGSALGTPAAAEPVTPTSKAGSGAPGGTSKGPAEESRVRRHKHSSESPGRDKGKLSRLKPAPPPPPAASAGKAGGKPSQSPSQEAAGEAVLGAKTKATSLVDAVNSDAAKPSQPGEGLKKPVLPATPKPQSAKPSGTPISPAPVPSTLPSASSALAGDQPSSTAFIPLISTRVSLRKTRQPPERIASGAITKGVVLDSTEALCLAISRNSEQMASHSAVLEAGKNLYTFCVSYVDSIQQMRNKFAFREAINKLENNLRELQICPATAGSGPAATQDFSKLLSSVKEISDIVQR
Target sequence (Q13671 whole entry, looked up): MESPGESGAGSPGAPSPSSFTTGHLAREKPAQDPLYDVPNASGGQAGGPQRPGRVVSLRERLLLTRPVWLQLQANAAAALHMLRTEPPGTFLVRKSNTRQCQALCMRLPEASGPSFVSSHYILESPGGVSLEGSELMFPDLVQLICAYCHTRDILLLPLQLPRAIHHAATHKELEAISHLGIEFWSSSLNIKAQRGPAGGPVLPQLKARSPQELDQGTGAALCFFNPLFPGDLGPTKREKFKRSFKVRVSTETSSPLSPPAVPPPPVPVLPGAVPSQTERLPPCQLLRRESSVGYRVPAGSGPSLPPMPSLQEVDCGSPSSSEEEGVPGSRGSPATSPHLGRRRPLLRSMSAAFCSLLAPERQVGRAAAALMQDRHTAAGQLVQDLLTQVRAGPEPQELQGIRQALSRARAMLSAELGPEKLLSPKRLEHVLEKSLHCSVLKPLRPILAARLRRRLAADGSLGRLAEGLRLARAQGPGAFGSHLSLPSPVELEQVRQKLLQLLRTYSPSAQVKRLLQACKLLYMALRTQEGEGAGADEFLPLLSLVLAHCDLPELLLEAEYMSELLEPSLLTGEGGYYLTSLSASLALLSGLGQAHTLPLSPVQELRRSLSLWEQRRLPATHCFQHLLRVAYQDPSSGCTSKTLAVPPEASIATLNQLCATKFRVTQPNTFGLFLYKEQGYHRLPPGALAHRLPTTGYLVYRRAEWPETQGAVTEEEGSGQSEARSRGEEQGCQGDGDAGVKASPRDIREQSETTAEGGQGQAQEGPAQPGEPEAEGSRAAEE
FAS TE block – FAS thioesterase (human) inhibition; P49327; recombinant FAS-TE, OMFH fluorogenic substrate, fluorescence endpoint; AID 602261; hit rate 0.67% among 360,000; inhibition, % at 15 µM;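 active means compounds whose normalised, plate-corrected inhibition of enzyme fluorescence in the single-dose primary screen is 50% or more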;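 further: 0% = DMSO with enzyme and 100% = substrate without enzyme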
* hit, by the source's call; i = inactive; . = not tested or not shown; + = active, no number. Compounds as they come; any-hit rate near 3.7%.

SMILES	Rpn11 inh	MT1-MMP act inh	MsrA inh	bovine MsrA act	CSN deneddyl inh	E coli Lon inh	PABP1 MLLE inh	Rin1-Abl PPI inh	FAS TE block
Cc1ccc(CSCC(=O)N(C)CC(=O)Nc2ccc(Cl)c(Cl)c2)cc1	i	0	1.3	-2	0	-10	-11	1	36
CCOP(=O)(c1ccc(N(C)C)cc1)C(O)c1ccccc1F (configuration not stated)	i	2	-0.7	-2	7	-8	-9	-4	-2
COc1ccccc1NC(=S)N(Cc1ccco1)Cc1cc2ccc(C)c(C)c2[nH]c1=O	i	2	1.9	-6	2	-14	-93	-2	32
C=CCn1cnc2scc(-c3ccc(OC)cc3)c2c1=O	i	-1	1.2	-2	-2	0	-15	1	2
CCOc1ccc(NC(=O)c2ccccc2OCC(=O)c2ccc(C)cc2)cc1	i	6	0.2	-6	-3	-1	7	-1	2
Cn1c(C(=O)OCC(=O)NCc2ccc(F)cc2)cc2occc21	i	-1	-1.9	-2	4	-1	-3	-3	3
CCOC(=O)N1CCN(c2ncnc3nc[nH]c23)CC1	i	1	0.3	-1	-2	-2	-2	2	-5
CN(CCNC(=O)c1ccc(CS(=O)(=O)c2ccc(Br)cc2)o1)CCc1ccccc1	i	-8	1.1	-5	3	4	4	-4	-1
COc1cccc(C(=O)N(Cc2nc(-c3cccc(C)c3)no2)C(C)C)c1OC	i	1	0.1	-1	4	6	2	-1	3
COc1ccc(CNC(=O)Nc2nc(C(N)Cc3ccc(F)cc3)cs2)cc1 (configuration not stated)	i	-1	-1.1	1	0	3	-12	7	-3
Cc1cccc(-c2ocnc2C(=O)Nc2ncc(C)s2)c1	i	-9	-0.3	-2	-3	-16	10	-3	11
COc1ccc2ccccc2c1CNCc1ccccn1	i	8	0.8	-2	-4	0	9	-5	-5
CC1=C(C#N)C(NC(=O)C(C)(C)C)(C(F)(F)F)C(=O)N1 (configuration not stated)	i	3	1.1	-2	3	-14	2	-4	-5
O=C(NCc1cccc(C(F)(F)F)c1)C1CC2Cn3c(nc4ccccc43)C2N1Cc1ccccc1 (configuration not stated)	i	-4	0.7	-3	0	-12	7	1	5
Cc1ccccc1Nc1nc(N)nc(CSCc2c(C)noc2C)n1	i	8	2.0	-11	17	-4	-24	0	-15
O=C(O)/C=C\C(=O)Nc1ccccc1C#Cc1ccccc1	i	-20	1.8	-4	5	3	3	0	-7
CC(=O)N1c2ccccc2C(C)CC12CCCCC2 (configuration not stated)	i	-2	-0.1	-2	1	5	-7	0	5
CC(C)(C)c1ccc(-c2c(C#N)c(N)nc3c2CCCC3)s1	i	0	-0.8	-8	4	5	-2	2	-7
Cc1cc(=O)cc(C)n1-c1ccccc1Br	i	1	0.3	0	5	-3	-7	1	-6
O=C(NNc1c2ccccc2nc2ccccc12)c1ccc(O)cc1O	i	27	0.8	0	-1	-7	-31	-6	13
Cc1cc(Br)cc2c1NC(=O)C2(O)CC(=O)c1ccco1 (configuration not stated)	i	1	-1.4	1	1	-4	6	1	-5
CCc1cc(=O)oc2cc(C)cc(OC(C)C(=O)NC3CCN(Cc4ccccc4)CC3)c12 (configuration not stated)	i	3	0.3	-1	-3	3	1	4	10
CSc1ccccc1NC(=O)c1cnc2scc(C)n2c1=O	i	3	1.6	-2	5	-6	-1	-1	17
COc1cccc(/C=N/NC(=O)c2nnn(-c3nonc3N)c2C(C)C)c1OCc1ccc(F)cc1	i	1	.	-2	4	-6	-4	4	27
COC(=O)CNC(=O)CCC(=O)N1CCN(C(c2ccccc2)c2ccccc2)CC1	i	-8	0.6	-2	-3	-3	-5	0	-6
O=C(COc1cccnc1[N+](=O)[O-])Nc1ccc(Cl)c(S(=O)(=O)N2CCOCC2)c1	i	2	0.1	1	-4	5	-16	-3	5
Cc1cc(Oc2cc(NN3CCCCC3)c([N+](=O)[O-])cc2[N+](=O)[O-])c(C(=O)c2ccccc2)cc1Cl	i	-4	1.8	-8	-2	16	-1	-1	24
CC1CCN(C(=O)COC(=O)CCCN2C(=O)c3cccc4cccc(c34)C2=O)CC1	i	-1	1.7	-1	-1	-9	-6	-2	2
CCOC(=O)N1CCC(NC(=O)CN2C(=O)CCSc3ccccc32)CC1	i	2	-1.2	-3	-2	0	0	1	-10
Cc1onc(-c2ccccc2Cl)c1C(=O)N1CCc2ccccc21	i	-6	0.6	-2	3	-2	11	0	6
O=S(=O)(NCC1OCCc2ccccc21)c1ccccc1 (configuration not stated)	i	3	0.5	1	3	-5	-4	0	-5
N#CC1=C(N)N(c2ccccc2)C(=O)C1	i	1	-0.1	-7	-2	-5	-1	-1	-7
N#C/C(=C\c1ccccc1Cl)C(=O)Nc1ccccn1	i	1	1.6	-6	-4	-10	9	4	-4
CNC(=S)N(CCc1ccc(OC)c(OC)c1)C1CC(=O)N(c2ccccc2)C1=O (configuration not stated)	i	0	.	-2	4	-8	-3	0	4
C=CCNC(=O)c1ccc(CSc2nc3ccccc3s2)cc1	i	4	1.4	-8	2	1	-2	3	3
O=C(COc1ccc(S(=O)(=O)N2CCOCC2)cc1)Nc1ccc2c(c1)OCCO2	i	3	1.0	-1	-4	3	12	-3	-5
CCc1cccc2c1NC(=O)C2(O)N1CCCC(C)C1 (configuration not stated)	i	1	-1.3	-3	1	6	-1	-5	-6
COC(=O)c1cc(NC(=S)N2CCN(C(=O)C3CCCO3)CC2)cc(C(=O)OC)c1 (configuration not stated)	i	0	-0.6	-8	-7	7	-27	2	-9
CCOc1ccccc1NC(=O)c1oc2ccccc2c1NC(=O)C1CC1	i	7	-0.9	-3	0	-9	3	3	14
O=C(NCC(c1ccc(F)cc1)N1CCOCC1)c1c(F)cccc1F (configuration not stated)	i	2	0.8	2	8	-16	-2	-1	-3

Random excerpt: 6 compounds from above, in no set order.
SMILES	Rpn11 inh	MT1-MMP act inh	MsrA inh	bovine MsrA act	CSN deneddyl inh	E coli Lon inh	PABP1 MLLE inh	Rin1-Abl PPI inh	FAS TE block
N#CC1=C(N)N(c2ccccc2)C(=O)C1	i	1	-0.1	-7	-2	-5	-1	-1	-7
COC(=O)c1cc(NC(=S)N2CCN(C(=O)C3CCCO3)CC2)cc(C(=O)OC)c1 (configuration not stated)	i	0	-0.6	-8	-7	7	-27	2	-9
O=C(COc1ccc(S(=O)(=O)N2CCOCC2)cc1)Nc1ccc2c(c1)OCCO2	i	3	1.0	-1	-4	3	12	-3	-5
CCOc1ccccc1NC(=O)c1oc2ccccc2c1NC(=O)C1CC1	i	7	-0.9	-3	0	-9	3	3	14
CNC(=S)N(CCc1ccc(OC)c(OC)c1)C1CC(=O)N(c2ccccc2)C1=O (configuration not stated)	i	0	.	-2	4	-8	-3	0	4
O=C(NCC(c1ccc(F)cc1)N1CCOCC1)c1c(F)cccc1F (configuration not stated)	i	2	0.8	2	8	-16	-2	-1	-3

(cont.)
SMILES	Rpn11 inh	MT1-MMP act inh	MsrA inh	bovine MsrA act	CSN deneddyl inh	E coli Lon inh	PABP1 MLLE inh	Rin1-Abl PPI inh	FAS TE block
O=C1c2ccccc2C(=O)N1CCc1c[nH]c2ccccc12	i	-6	-0.8	-6	11	-3	-5	3	14
COC(=O)C1=C(C)N(Cc2ccccc2)C(=NCCc2c[nH]c3ccccc23)N[C@H]1c1cccc(C(F)(F)F)c1	i	-5	.	-1	3	-10	-121	1	2
CCOc1cc(C)c(Cl)cc1S(=O)(=O)N1CCCC1	i	-2	-0.7	-6	-3	-9	-6	1	6
O=C(O)CNS(=O)(=O)c1ccc2c(c1)Cc1cc(S(=O)(=O)NCC(=O)O)ccc1-2	i	0	-1.2	1	1	-2	-7	-1	-3
COCc1cc(C)nc2sc(C(=O)NCCO)c(-n3cccc3)c12	i	2	1.9	-4	-3	-3	-3	-4	7
CC(=O)c1cccc(NC(=O)NC2CCCCC2)c1	i	-1	.	-2	-4	-1	-1	-2	0
COc1ccc(/C=N/NC(=O)CCc2nc3ccccc3[nH]2)cc1	i	-2	0.4	-1	-3	3	-6	-1	-8
COc1cc2c(cc1OC)CN(c1ccc(-c3ccccc3OC)nn1)CC2	i	-19	.	-1	5	11	-28	-11	-2
CN(C)CCCNc1nc2cc(-c3cccc(Cl)c3)sc2c(=O)n1C	i	3	1.1	-2	-1	-7	19	-4	-1
Cc1ccc(C)c(NC(=O)Cc2csc(-c3ccccc3)n2)c1	i	0	-0.1	-1	-1	-7	-2	-3	-8
COC(=O)c1sccc1NC(=O)Nc1ccc(C)c(C)c1	i	-5	-1.1	-2	-3	-7	1	3	21
COc1ccc([C@H]2N[C@]3(CCCN(Cc4ccc(C)cc4)C3=O)[C@H]3C(=O)N(C)C(=O)[C@@H]23)cc1	i	0	1.0	-8	-9	-3	-4	4	-11
CC(=O)Nc1cccc(-c2ccnc3c2CC(C(=O)Nc2ccccc2)O3)c1 (configuration not stated)	i	1	-0.5	-1	2	3	-11	-5	-4
COc1cc(-c2cc(C(=O)O)c3cc4c(cc3n2)OCCO4)cc(OC)c1OC	i	9	3.8	-1	0	-12	4	-5	0
Cc1nc(NC(=S)NC(=O)c2cccs2)ccc1Br	i	0	0.4	-2	-3	0	6	-1	9
CC(C)C[C@@H](CNCC(=O)[C@H](CC(C)C)NC(=O)c1[nH]cnc1C(=O)N[C@@H](C)CN)NC(=O)c1nc[nH]c1C(=O)N[C@@H](Cc1ccccc1)C(=O)O	i	1	0.5	-2	0	10	-3	1	-6
Cc1ccc(N(CC(=O)N/N=C/c2ccc(OCC(N)=O)cc2)S(C)(=O)=O)cc1Cl	i	-2	-0.2	-4	-5	-5	-7	6	-1
CN(C)S(=O)(=O)c1cccc(NC(=O)CNCC2CCCCC2)c1	i	4	-0.2	-5	-3	-8	9	-2	-6
COC(=O)c1ccccc1-c1c2ccc(=N)cc-2oc2cc(N)ccc12	i	-12	2.0	-1	-73	.	i	i	-137
CC1CCc2nc(NC(=O)Nc3ccc4c(c3)OCO4)sc2C1 (configuration not stated)	i	8	-0.1	-2	2	-31	-6	-3	2
COc1cccc(CN2CCN(c3nc4nonc4nc3NC3CC3)CC2)c1	i	1	2.8	-11	-8	10	29	-2	2
CCCNC(=O)C1(C)CCCN(Cc2c3ccccc3nn2C)C1 (configuration not stated)	i	-1	0.3	7	-2	-6	4	1	-7
CC1CC(C(F)F)n2nc(C(=O)Nc3sc4c(c3C#N)CCC(C(C)(C)C)C4)nc2N1 (configuration not stated)	i	2	0.4	-3	9	4	2	-3	-3
O=C(OC(C(=O)NCC1CCCO1)c1ccc(F)cc1)c1cccs1 (configuration not stated)	i	3	-0.8	-2	-4	-2	0	1	-5
COC(=O)NNC(=O)c1ccccc1C	i	-2	0.4	-4	4	-8	8	-1	-5
O=C(CN1C(=O)c2ccccc2C1=O)NC1CCCCC1	i	0	-0.3	-2	-2	-7	1	0	-2
CN(C(=O)c1cccc(NC(=O)Cc2ccc(NC(=O)C3CCCN(C(=O)CCc4ccccc4)C3)cc2)c1)C1CCCCC1 (configuration not stated)	i	6	-0.1	-4	8	-4	-8	-3	7
COc1ccc(N/C=C/C(=O)c2sc(-c3ccccc3)nc2C)cc1	+	-22	0.8	-6	5	-53	-53	1	-6
CCC(C)NC(=O)c1c(N)n(/N=C/c2ccccn2)c2nc3ccccc3nc12 (configuration not stated)	i	-1	-0.6	-4	-2	-4	-6	-2	18
O=C1CN(C(=O)COC(=O)CCc2ccccc2O)c2ccccc2N1	i	-2	0.5	0	1	-5	-17	3	-4
COC(=O)c1[nH]c2c(c1C)C(=O)CCC2	i	7	-0.1	-1	-3	-8	2	4	-8
